Rv3671c protease: Rv3671c (M. tuberculosis) protease inhibition. P9WHR9. inhibition, % at 5.96 µM. hit rate 0.048% among 320,000; in the data active = inhibition above about 38%;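 also: extracellular domain of Rv3671c used as enzyme; 0% = enzyme with DMSO and 100% = no enzyme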
UGM FP inh: blocks M. tuberculosis UGM enzyme. AID 504406. inhibition, % at 10 µM. hit rate 0.06% among 320,000. purified UGM, fluorescence polarization probe displacement; in the data active = inhibition above about 10%, passing the limit was not always enough; inconclusive = no clear call, values can overlap the other calls
Target sequence (P9WIQ1 whole entry, looked up): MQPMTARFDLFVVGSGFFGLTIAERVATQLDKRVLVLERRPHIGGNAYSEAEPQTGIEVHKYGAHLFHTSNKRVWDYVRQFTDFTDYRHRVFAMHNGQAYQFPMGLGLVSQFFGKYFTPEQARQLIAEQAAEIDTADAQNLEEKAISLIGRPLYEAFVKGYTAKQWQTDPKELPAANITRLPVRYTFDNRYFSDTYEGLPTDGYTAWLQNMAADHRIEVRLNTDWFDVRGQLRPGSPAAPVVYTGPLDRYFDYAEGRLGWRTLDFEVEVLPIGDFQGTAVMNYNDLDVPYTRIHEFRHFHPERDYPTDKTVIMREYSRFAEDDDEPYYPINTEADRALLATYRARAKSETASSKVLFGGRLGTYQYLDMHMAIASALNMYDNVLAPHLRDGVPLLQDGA
GDH-TPI inh: GDH-TPI coupled enzyme inhibition counter-screen | GDH-TPI coupled enzyme counterscreen, NADH absorbance | inhibition, % at 4.8 µM | hit rate 1.2% among 360,000 | AID 588335; in the data active = inhibition above about 30%;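 also: 0% = DMSO wells and 100% = wells lacking the enzyme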
MazEF act: MazEF (E. coli) toxin RNase activation | P0AE70 | FAM/BHQ RNA-DNA oligo cleavage fluorescence, 5 h | activation, % at 20 µM | hit rate 0.32% among 350,000 | AID 504720; in the data active = activation above about 50%
Target sequence (P0AE70 whole entry, looked up): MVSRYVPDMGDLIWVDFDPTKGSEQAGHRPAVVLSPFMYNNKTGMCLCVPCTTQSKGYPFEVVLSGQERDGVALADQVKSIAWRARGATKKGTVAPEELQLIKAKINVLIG
BoNT-F LC inh: inhibitors of Botulinum neurotoxin F light chain protease; Multiplex microsphere protease cleavage assay, flow cytometry; inhibition, % at 10 µM; hit rate 0.22% among 360,000; AID 588497; in the data active = inhibition above about 35%, passing the limit was not always enough; inconclusive = no clear call, values can overlap the other calls; also: plate controls were buffer without enzyme for full effect and enzyme alone for no effect
Mtb FBA inh: inhibits M. tuberculosis FBA enzyme; P9WQA3; purified M. tuberculosis FBA, fluorescence read-out; inhibition, % at 1 µM; hit rate 2.3% among 360,000; in the data active = inhibition above about 27%;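 also: 0% = vehicle and 100% = reference inhibitor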
Target sequence (P9WQA3 whole entry, looked up): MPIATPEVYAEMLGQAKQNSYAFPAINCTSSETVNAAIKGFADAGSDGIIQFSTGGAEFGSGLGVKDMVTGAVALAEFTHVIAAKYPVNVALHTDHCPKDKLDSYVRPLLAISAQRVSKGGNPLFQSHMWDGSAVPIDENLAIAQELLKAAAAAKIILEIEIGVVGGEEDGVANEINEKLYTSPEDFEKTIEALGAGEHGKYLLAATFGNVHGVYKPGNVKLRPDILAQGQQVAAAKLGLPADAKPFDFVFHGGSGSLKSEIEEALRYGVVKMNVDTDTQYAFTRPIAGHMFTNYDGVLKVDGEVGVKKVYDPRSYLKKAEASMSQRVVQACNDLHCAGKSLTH
BioA inh: blocks M. tuberculosis BioA enzyme activity | purified M. tuberculosis BioA enzyme, plate reader | inhibition, % at 9.99 µM | hit rate 0.096% among 360,000 | AID 602481; in the data active = inhibition above about 40%; inconclusive = no clear call, values can overlap the other calls
FadD28 binding: inhibitors of Mycobacterium tuberculosis FadD28 bisubstrate binding. FadD28 bisubstrate probe binding, fluorescence polarization. inhibition, % at 12.5 µM. hit rate 0.22% among 360,000. AID 588549; in the data active = inhibition above about 8.5%, passing the limit was not always enough; inconclusive = no clear call, values can overlap the other calls
PrPC TRFRET: reduces human prion protein on the cell surface; hit rate 0.43% among 370,000; cell surface PrPC, TR-FRET read-out; AID 720596; inhibition, % at 13.8 µM; P04156; in the data active = inhibition above about 24%; also: 0% = median of the test wells and 100% = reference compound wells
An asterisk follows results filed as active; ? = inconclusive; nt = no result given.

SMILES	Rv3671c protease	UGM FP inh	GDH-TPI inh	MazEF act	BoNT-F LC inh	Mtb FBA inh	BioA inh	FadD28 binding	PrPC TRFRET
CCOC(=O)N1CCN(C(=O)CN2C(=O)COc3ccc(C)cc32)CC1	2	2.7	7	10	8	-2	-2.1	-0.2	1
COC(=O)c1sccc1NC(=O)Nc1ccccc1C	nt	1.8	3	3	7	1	-1.7	0.1	5
CCN(CC)S(=O)(=O)c1ccc2c(c1)nc(CCC(=O)Nc1cccc(C(F)(F)F)c1)n2CC	-17	0.5	-6	-4	-8	2	-1.2	-2.7	5
CCOc1ccc(CCN2C(=O)C(=O)N([C@@H](Cc3ccccc3)CN3CCC[C@@H]3CN3C(=O)C(=O)NC[C@@H]3Cc3ccc(O)cc3)C[C@@H]2Cc2ccccc2)cc1	nt	nt	nt	nt	0	1	-2.4	-3.1	-8
CCN1CCN(CCNC(=O)c2ccc3nc(-c4cccc(C)c4)c(-c4cccc(C)c4)nc3c2)CC1	-4	-1.5	18	-18	-5	30*	-0.2	-9.4	-17
Cc1nn(C(C)C(=O)NCCCN2CCCCC2C)c(=O)c2c1sc1ccccc12 (stereo not given)	7	3.0	-2	12	-7	4	-1.0	-2.6	-8
CCCN(c1ccc(C(C)C)cc1)S(=O)(=O)c1c(C)noc1C	5	-0.9	8	-9	1	-3	-1.2	-3.0	1
CCCC(=O)Nc1c(C(=O)OCC)[nH]c2ccccc12	-7	-0.7	9	-37	-4	6	-1.8	-0.3	-4
COc1ccc(-n2c(SC)nc3sc4c(c3c2=O)CCN(C)C4)cc1	nt	nt	26	5	-17	11	4.0	-3.9	-4
O=C(CSc1ncn[nH]1)N/N=C/c1ccc(F)cc1	5	6.4	0	-11	-2	-1	-1.4	-0.5	-7
CCOc1cccc(CN2CCCC(C(=O)c3cccc(C(F)(F)F)c3)C2)c1O (stereo not given)	9	-3.6	4	-26	0	1	nt	0.2	-6
COc1ccc(COC(=O)C2=C(C)NC(=O)NC2c2ccccc2OC(C)C)cc1 (stereo not given)	0	0.3	10	-1	-2	0	2.0	-3.7	0

Looked up by compound from the entries so far, 2 records:
SMILES	Rv3671c protease	UGM FP inh	GDH-TPI inh	MazEF act	BoNT-F LC inh	Mtb FBA inh	BioA inh	FadD28 binding	PrPC TRFRET
COc1ccc(-n2c(SC)nc3sc4c(c3c2=O)CCN(C)C4)cc1	nt	nt	26	5	-17	11	4.0	-3.9	-4
CCCC(=O)Nc1c(C(=O)OCC)[nH]c2ccccc12	-7	-0.7	9	-37	-4	6	-1.8	-0.3	-4

Molecules listed so far that contain a CF3 group:
SMILES	Rv3671c protease	UGM FP inh	GDH-TPI inh	MazEF act	BoNT-F LC inh	Mtb FBA inh	BioA inh	FadD28 binding	PrPC TRFRET
CCN(CC)S(=O)(=O)c1ccc2c(c1)nc(CCC(=O)Nc1cccc(C(F)(F)F)c1)n2CC	-17	0.5	-6	-4	-8	2	-1.2	-2.7	5
CCOc1cccc(CN2CCCC(C(=O)c3cccc(C(F)(F)F)c3)C2)c1O (stereo not given)	9	-3.6	4	-26	0	1	nt	0.2	-6

Remaining list, next part
SMILES	Rv3671c protease	UGM FP inh	GDH-TPI inh	MazEF act	BoNT-F LC inh	Mtb FBA inh	BioA inh	FadD28 binding	PrPC TRFRET
COc1ccc(NC(=S)Nc2ccc3nccnc3c2)cc1	-2	-1.3	13	1	-4	2	-0.1	-1.4	-27
CC(C)(OC(=O)c1ccc(C#N)cc1)c1cc2ccccc2c(=O)o1	1	-0.6	-7	4	4	0	-0.7	-6.2	9
CCCCn1c(N)c(N(CC(C)C)C(=O)c2cccc(S(=O)(=O)N3CCCCCC3)c2)c(=O)[nH]c1=O	1	0.3	8	-6	6	5	2.8	0.2	3
COc1ccc(C(=O)N/C=C/n2cnc3cc(C(F)(F)F)ccc32)cc1	11	2.3	6	5	-3	-4	-1.4	0.2	-2
O=C(OCC(=O)N1CCC(Cc2ccccc2)CC1)c1ccccc1O	-2	-1.3	6	1	-3	-1	2.2	-1.7	1
Clc1ccc(-c2nc3cc(CN4CCCCC4)ccc3o2)cc1	nt	-1.2	4	6	3	4	-0.1	-1.1	0
CC1=C(C(=O)N2CCOCC2)C(c2ccc(O)cc2)NC(=S)N1 (stereo not given)	-4	0.9	6	4	-5	-2	nt	-3.8	5
O=P(Cc1ccccc1O)(c1ccccc1)c1ccccc1	4	-1.3	-1	1	-17	-3	nt	1.0	-7
Cc1ccc2c(CC(=O)N(C)c3c(N)n(Cc4ccccc4)c(=O)[nH]c3=O)coc2c1	-16	1.2	-4	1	4	-2	0.1	-1.6	7
CCC(C(=O)N1CCN(S(=O)(=O)c2sc(C(=O)O)c(C)c2C(=O)O)CC1)c1ccccc1 (stereo not given)	7	0.0	6	3	-10	5	nt	-0.4	-8
O=C(CN1CCOCC1)OCCCc1ccccc1	6	2.5	-1	0	-8	3	-0.9	-1.7	-5
COc1cccc(C2CC(c3cccc(C)c3)n3ncnc3N2)c1 (stereo not given)	-3	0.9	-2	3	-2	-1	-1.7	-0.6	9

Just UGM FP inh, MazEF act and GDH-TPI inh, for some of the entries so far:
SMILES,UGM FP inh,MazEF act,GDH-TPI inh
COC(=O)c1sccc1NC(=O)Nc1ccccc1C,1.8,3,3
O=C(CN1CCOCC1)OCCCc1ccccc1,2.5,0,-1
O=C(OCC(=O)N1CCC(Cc2ccccc2)CC1)c1ccccc1O,-1.3,1,6
COc1ccc(C(=O)N/C=C/n2cnc3cc(C(F)(F)F)ccc32)cc1,2.3,5,6
CCCCn1c(N)c(N(CC(C)C)C(=O)c2cccc(S(=O)(=O)N3CCCCCC3)c2)c(=O)[nH]c1=O,0.3,-6,8
CCN(CC)S(=O)(=O)c1ccc2c(c1)nc(CCC(=O)Nc1cccc(C(F)(F)F)c1)n2CC,0.5,-4,-6

Carrying on.
SMILES	Rv3671c protease	UGM FP inh	GDH-TPI inh	MazEF act	BoNT-F LC inh	Mtb FBA inh	BioA inh	FadD28 binding	PrPC TRFRET
Cc1cnc(C(=O)OCC(=O)Nc2cc(Cl)cc(Cl)c2)cn1	-6	0.2	2	-2	-9	-1	-0.8	-1.5	-2
[O-]/[N+](=C\c1cccc(Br)c1)c1ccccc1	1	-0.9	3	-5	2	-6	nt	-2.4	6
S=C(N/N=C/c1ccccc1Cl)Nc1cccc(Cl)c1Cl	-8	-2.3	11	-4	?	-1	nt	-1.2	2
COn1c(SCc2cccc(Cl)c2)nc2ccccc2c1=O	-13	0.1	-1	-1	-10	-3	0.7	-0.7	-4
CC(OC(=O)CCCN=C1NS(=O)(=O)c2ccccc21)C(=O)Nc1ccccc1F (stereo not given)	6	1.6	3	0	?	-3	0.2	0.1	0
COc1ccc(CNC(=O)c2cc(=O)c3cc(C)ccc3o2)cc1	-9	2.0	4	0	7	0	-0.6	-0.6	-3
COc1ccc(-c2noc(N3CCC(C(=O)NCc4ccc(Cl)cc4)CC3)n2)cc1	0	1.0	-3	6	-9	-1	-0.8	-2.7	-9
Cc1cc(C)c(-c2csc(Cc3nc(-c4cc5ccccc5oc4=O)cs3)n2)cc1C	-26	-2.0	12	-11	2	3	-2.8	-2.3	6
CC(=O)Nc1ccc(C(=O)CN2C(=O)NC3(CCCCCC3)C2=O)c(F)c1	-5	0.2	7	10	-10	-1	3.1	-0.9	8
COc1ccccc1CNC(=O)c1ccc(OC(F)F)c(OC)c1	-3	nt	2	2	1	1	nt	-1.8	0
Cc1c(-c2nc(N)nc(Nc3ccccc3F)n2)oc2ccccc12	-11	-2.9	15	3	-3	2	-1.3	-3.8	-1
CCOc1cc(C(=O)N2CCC(CC3CC(c4ccc(Cl)cc4)=NO3)(C(=O)NCC3CCCCC3)CC2)cc(OCC)c1OCC (stereo not given)	-24	1.1	0	-1	3	0	-2.1	-4.7	1

Whole records, quoted from the list. Screens in order: Rv3671c protease | UGM FP inh | GDH-TPI inh | MazEF act | BoNT-F LC inh | Mtb FBA inh | BioA inh | FadD28 binding | PrPC TRFRET
Results for `CC(=O)Nc1ccc(C(=O)CN2C(=O)NC3(CCCCCC3)C2=O)c(F)c1` → -5 | 0.2 | 7 | 10 | -10 | -1 | 3.1 | -0.9 | 8
Results for `COn1c(SCc2cccc(Cl)c2)nc2ccccc2c1=O` → -13 | 0.1 | -1 | -1 | -10 | -3 | 0.7 | -0.7 | -4

(list continues)
SMILES	Rv3671c protease	UGM FP inh	GDH-TPI inh	MazEF act	BoNT-F LC inh	Mtb FBA inh	BioA inh	FadD28 binding	PrPC TRFRET
O=C(NCC(=O)N1CCN(c2ccccc2F)CC1)c1ccco1	nt	nt	-8	11	3	-1	-0.3	-3.2	2
Brc1ccc(CSc2nnc(-c3cnccn3)n2Cc2ccco2)cc1	1	-0.1	-3	-1	0	0	7.6	-13	-3
O=C(CSc1nc2ncc(Cl)cc2[nH]1)NC1CCS(=O)(=O)C1 (stereo not given)	-6	-0.2	1	0	0	-1	0.2	0.3	-3
Cc1cc(OC(C)C(=O)NC(Cc2c[nH]c3ccc(O)cc23)C(=O)O)c2c(C)c(C)c(=O)oc2c1 (stereo not given)	-1	-1.4	7	2	3	14	-1.9	0.8	3
COC(=O)C1=C(c2ccc(F)cc2OCc2ccccc2)C[C@@H]2CC[C@H]1N2C(=O)NCc1ccccc1OC	-11	-0.9	14	-6	-1	1	0.1	2.2	15
CC(C)(C)n1nnnc1C(c1ccccc1F)N1CCN(C2CCCC2)CC1 (stereo not given)	nt	nt	7	-16	10	-4	0.6	-0.2	8
CC(C)C(NC(=O)c1ccccc1NC(=O)c1ccco1)C(=O)NNC(=O)c1ccncc1 (stereo not given)	-5	-1.2	1	-8	?	-3	nt	-1.0	-1
Nc1c(Cl)cc(-c2csc(N3CCCC3c3nc4cc(Cl)c(Cl)cc4n3CCCO)n2)cc1Cl (stereo not given)	4	0.6	6	2	-2	-1	-1.6	-1.0	7
c1csc(-c2ccnc3ncnn23)c1	5	-0.8	24	-27	2	160*	nt	-1.8	-13
COC(=O)Cc1[nH]c(=S)[nH]c1C(=O)OC	-16	2.8	15	-17	-5	0	-1.0	-0.7	3
CC(=O)c1cccc(NC2c3ccccc3C(=O)N2Cc2ccc3c(c2)OCO3)c1 (stereo not given)	-2	2.3	3	5	-13	1	-1.0	-1.3	3
CCc1ccc(N2CC(C(=O)OCc3nc4ccsc4c(=O)[nH]3)CC2=O)cc1 (stereo not given)	14	-0.4	12	-29	-3	9	0.1	-2.1	-2
Cc1ccc2nc(SCC(=O)c3c[nH]c4ccccc34)[nH]c2c1	-30	3.9	7	21	-17	3	nt	-7.2	4
O=C1OC(Nc2ccc3ncccc3c2)c2ccccc21 (stereo not given)	-3	2.0	11	10	13	1	nt	0.3	4
CCn1c(C)[n+](Cc2ccccc2)c2ccc(Cl)cc21	1	-1.3	-1	17	-3	2	nt	-0.3	17
CCN(CC)c1ccc(C(=O)OCc2c(C)noc2C)cc1	1	-3.4	4	2	-5	-4	nt	-4.4	4
COC(=O)C(CCCN1C(=O)c2ccccc2C1=O)(NC(C)=O)c1nnn(C)n1 (stereo not given)	4	0.2	-10	8	-9	-1	-0.7	-2.4	-6
COc1ccc(CNC(=O)/C=C/c2cc3c(cc2Br)OCO3)cc1	-3	2.4	14	-9	-2	18	-1.5	1.8	5
CCOC(=O)c1c(NC(=O)C2=C(C)NC(=S)NC2c2ccc(C)cc2)sc(C)c1C (stereo not given)	-28	-1.4	16	12	4	6	-1.1	-4.2	9
Cc1cc(NC(=O)CC#N)n(-c2ccccc2)n1	-7	-0.3	-4	-24	-13	3	nt	0.0	-4
CC(C)N(C(=O)N1CCN(c2ccnc3cc(Cl)ccc23)CC1)C(C)C	nt	nt	17	5	10	-2	0.6	nt	-8
CCOC(=O)C1(Cc2ccccc2)CCCN(C(=O)c2ccc(-n3ccnc3)cc2)C1 (stereo not given)	-2	1.9	1	2	-4	-4	6.1	-3.3	7
COc1ccc(-c2nsc3c(N4CCN(S(=O)(=O)c5ccccc5F)CC4)ncnc23)cc1	-3	0.8	12	0	-10	0	0.8	-2.7	2
Cc1nc(-c2ccccc2)sc1C1(C)CC(c2ccc(C#N)cc2)=NO1 (stereo not given)	-10	2.2	6	2	-3	1	-0.6	-9.0	-3
O=C(NNC(=S)Nc1ccc(F)cc1F)c1ccco1	-4	1.1	15	2	5	-1	-1.6	-3.3	3

Compound activity: PubChem BioAssay, several laboratories
